ARFGAP1 inh: inhibitors of rat ARFGAP1 GAP activity, primary screen, biochemical, fluorescence polarization, GDP tracer. actives 0.26% (n = 360,000). ADP-ribosylation factor GTPase-activating protein 1 (Rattus norvegicus), Q62848. Arfgap1-stimulated ARF1 GTP hydrolysis, GDP FP detection. inhibition, % at 16.5 µM;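 active = inhibition above a per-plate limit, mean inhibition of low control wells plus 3 SD, cut at about 25% in these data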;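 note: 0% = DMSO wells with enzyme and 100% = wells lacking Arfgap1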
Target sequence (Q62848 1-136 limits assumed): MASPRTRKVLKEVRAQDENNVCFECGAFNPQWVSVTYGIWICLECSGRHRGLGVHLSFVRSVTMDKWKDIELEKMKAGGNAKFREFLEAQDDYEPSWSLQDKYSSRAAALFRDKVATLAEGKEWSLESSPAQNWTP
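Material: rat Arfgap1 catalytic domain, aa 1-136; also added: human ARF1(Δ1-17)-GTP substrate; compound dosing: one concentration, 16.5 µM, DMSO 1.26%; incubation: GTP hydrolysis reaction 2 h at 25 °C; measured by: Tracer-displacement fluorescence polarization with EDTA stop, 620/688 nm; evaluation: % inhibition from polarization; repeats: one replicate per compound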
ADAM10 inh: human ADAM10 inhibitors, primary screen, biochemical, QFRET, HTS; Disintegrin and metalloproteinase domain-containing protein 10 (Homo sapiens), O14672; recombinant ADAM10, EDANS/DABCYL FRET peptide cleavage, 3 h; inhibition, % at 7 µM; actives 0.62% (n = 370,000); AID 720582, 2013;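 active = inhibition above a per-campaign cutoff equal to the mean of compounds falling between control-based bounds plus 3 SD, cut at about 20% in these data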;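 note: 0% = DMSO wells while the 100% control is not disclosed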
NPR1 activator: GC-A stimulated cGMP production enhancers – HEK293 GC-A cells, cGMP TR-FRET, EC30 ANP, primary screen | 0% at EC30 ANP, 100% saturating ANP | activation, % at 10 µM | actives 0.14% (n = 370,000) | Atrial natriuretic peptide receptor 1 (Homo sapiens), P16066 | AID 1671463, 2021; in the data active = activation above about 40%
Tn6 DDE FP: inhibitors of Tn6 peptide binding to fibrin DD(E), primary screen, biochemical, fluorescence polarization, human fibrin, Tn6 probe; Fibrinogen beta chain (Homo sapiens), P02675; actives 0.21% (n = 370,000); Fibrin DD(E) TRITC-Tn6 fluorescence polarization displacement; inhibition, % at 8.3 µM;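 active = inhibition above a per-campaign cutoff: mean of compounds within control limits plus 3 SD, cut at about 15% in these data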;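 note: 0% = median of all compound wells on the plate and 100% = blocking peptide control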
Target sequence (P02675 whole entry, looked up): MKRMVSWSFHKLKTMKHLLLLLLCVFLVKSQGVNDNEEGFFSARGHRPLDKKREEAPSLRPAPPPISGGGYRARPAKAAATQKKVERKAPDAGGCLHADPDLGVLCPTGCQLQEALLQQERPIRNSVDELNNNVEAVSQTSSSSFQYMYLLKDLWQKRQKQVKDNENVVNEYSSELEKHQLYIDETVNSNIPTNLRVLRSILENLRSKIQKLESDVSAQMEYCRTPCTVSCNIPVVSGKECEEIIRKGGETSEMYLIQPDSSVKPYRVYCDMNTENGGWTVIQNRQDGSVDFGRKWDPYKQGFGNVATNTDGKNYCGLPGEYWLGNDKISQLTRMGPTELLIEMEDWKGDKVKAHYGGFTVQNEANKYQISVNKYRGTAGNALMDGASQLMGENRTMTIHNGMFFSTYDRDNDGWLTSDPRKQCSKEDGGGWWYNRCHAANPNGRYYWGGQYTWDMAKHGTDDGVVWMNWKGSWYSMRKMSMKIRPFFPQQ
HGIII-sPLA2 inh: human group III sPLA2 inhibitors, primary screen, biochemical, QFRET, BODIPY PC-A2 liposome substrate; Group 3 secretory phospholipase A2 (Homo sapiens), Q9NZ20; QFRET BODIPY PC-A2 liposome hydrolysis, fluorescence; inhibition, % at 12.2 µM; actives 0.56% (n = 370,000); AID 743126, 2013;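 active = inhibition above mean plus 3 SD of compounds lying within the high and low control bounds, cut at about 19% in these data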;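 note: 0% = median of test compound wells and 100% = no enzyme DMSO wells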
FXN GAA850 act: FXN promoter activators, primary screen, cell-based, luciferase luminescence, HEK293 lucGAA850 | activation, % at 6 µM | HEK293 lucGAA850 FXN promoter luciferase reporter, 24 h; percent of 10 µM SAHA response | actives 0.56% (n = 360,000);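 active = activation above the average of all compounds screened plus 3 SD, cutoff fixed separately per campaign, cut at about 7.5% in these data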;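 note: 0% = DMSO wells and 100% = 10 µM SAHA wells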
ASAP1 inh: inhibitors of human ASAP1 ArfGAP activity, primary screen, biochemical, fluorescence polarization; ASAP1-stimulated ARF1 GTP hydrolysis, GDP FP detection; inhibition, % at 16.5 µM; actives 0.19% (n = 360,000); in the data active = inhibition above about 25%;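 note: 0% = vehicle with enzyme and substrate and 100% = no enzyme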
Target sequence (Q9ULH1 325-724 limits assumed): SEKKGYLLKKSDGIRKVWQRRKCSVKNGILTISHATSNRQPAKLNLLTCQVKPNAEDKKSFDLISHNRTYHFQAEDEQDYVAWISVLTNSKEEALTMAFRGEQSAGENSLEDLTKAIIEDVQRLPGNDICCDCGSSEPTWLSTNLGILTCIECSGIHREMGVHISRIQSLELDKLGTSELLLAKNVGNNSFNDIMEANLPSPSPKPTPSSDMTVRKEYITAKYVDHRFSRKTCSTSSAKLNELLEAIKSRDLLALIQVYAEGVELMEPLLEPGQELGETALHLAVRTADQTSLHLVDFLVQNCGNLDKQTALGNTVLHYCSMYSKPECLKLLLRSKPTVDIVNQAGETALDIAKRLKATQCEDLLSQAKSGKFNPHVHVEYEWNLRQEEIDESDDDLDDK
rCAG RNA binder: binders of r(CAG) RNA repeats, primary screen, biochemical, fluorescence; r(CAG) RNA repeat, TO-PRO-1 dye displacement fluorescence; inhibition, % at 3 µM; actives 1.3% (n = 370,000);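 active = inhibition above the plate cutoff, the mean of all test compounds on that plate plus 3 SD, cut at about 35% in these data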;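 note: 0% = DMSO alone and 100% = 100 µM mitoxantrone as full dye displacement; higher means more dye released from RNA so lower well fluorescence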
KLK7 zymogen act: proKLK7 zymogen activators, primary screen, biochemical, fluorescence intensity. purified proKLK7, EDANS-DABCYL substrate fluorescence; 100% is mature enzyme control, 0% vehicle. Kallikrein-7 (Homo sapiens), P49862. actives 0.9% (n = 370,000). activation, % at 7 µM. AID 652039, 2013;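 active = activation above the mean of all tested compounds plus 3 SD, computed per campaign excluding outliers beyond control limits, cut at about 13% in these data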
NPR2 activator: human GC-B receptor activators, primary screen, HEK293 GC-B cells, cGMP TR-FRET, EC30 CNP; Atrial natriuretic peptide receptor 2 (Homo sapiens), P20594; activation, % at 10 µM; actives 0.11% (n = 370,000); 0% at EC30 CNP, 100% saturating CNP;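 active = activation at 10 µM reaching about 35% in either raw or pattern-adjusted values, limit read from the data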
* hit, by the source's call; i = inactive; · = not tested or not shown.

Start of the data: the first four records as a preview:
SMILES | ARFGAP1 inh | ADAM10 inh | NPR1 activator | Tn6 DDE FP | HGIII-sPLA2 inh | FXN GAA850 act | ASAP1 inh | rCAG RNA binder | KLK7 zymogen act | NPR2 activator
Cc1ccc(-n2c(SCC(=O)Nc3ccc(C(=O)O)cc3)nnc2-c2ccncc2)cc1 | 3.1 | -6.4 | 3.1 | -12.0 | 14.1 | 0.7 | 7.3 | 0.4 | -0.1 | 1.3
Cc1c(Cl)cccc1NC(CC(=O)c1ccccc1)C(=O)OCC(=O)c1cccs1 (stereo not drawn) | 1.0 | -4.1 | -3.7 | -12.5 | 17.8 | 2.0 | 4.8 | 9.7 | 0.6 | -12.4
COc1ccc(-c2ccnc3c(Br)c(C)nn23)cc1 | 1.8 | -21.1 | 4.6 | -1.2 | 3.6 | 0.4 | -1.3 | 5.5 | 1.3 | 3.6
N=c1n(CCc2ccccc2)c2ccccc2n1Cc1ccccc1F | 12.9 | -1.9 | -29.9 | -4.3 | 11.8 | -4.7 | 6.3 | 11.4 | -0.3 | -19.1

The listing, repeating the preview:
SMILES | ARFGAP1 inh | ADAM10 inh | NPR1 activator | Tn6 DDE FP | HGIII-sPLA2 inh | FXN GAA850 act | ASAP1 inh | rCAG RNA binder | KLK7 zymogen act | NPR2 activator
Cc1ccc(-n2c(SCC(=O)Nc3ccc(C(=O)O)cc3)nnc2-c2ccncc2)cc1 | 3.1 | -6.4 | 3.1 | -12.0 | 14.1 | 0.7 | 7.3 | 0.4 | -0.1 | 1.3
Cc1c(Cl)cccc1NC(CC(=O)c1ccccc1)C(=O)OCC(=O)c1cccs1 (stereo not drawn) | 1.0 | -4.1 | -3.7 | -12.5 | 17.8 | 2.0 | 4.8 | 9.7 | 0.6 | -12.4
COc1ccc(-c2ccnc3c(Br)c(C)nn23)cc1 | 1.8 | -21.1 | 4.6 | -1.2 | 3.6 | 0.4 | -1.3 | 5.5 | 1.3 | 3.6
N=c1n(CCc2ccccc2)c2ccccc2n1Cc1ccccc1F | 12.9 | -1.9 | -29.9 | -4.3 | 11.8 | -4.7 | 6.3 | 11.4 | -0.3 | -19.1
COc1ccc(NC(=O)C(CCS(C)(=O)=O)NC(C)=O)cc1 (stereo not drawn) | 2.0 | 4.6 | 2.6 | -1.1 | -0.9 | 1.2 | 2.0 | 2.8 | 0.3 | 2.9
O=C(O)CC1S/C(=N/N=C/c2ccc([N+](=O)[O-])cc2)N(c2ccc(O)cc2)C1=O (stereo not drawn) | -6.8 | 7.6 | -0.8 | -7.4 | -20.5 | 0.1 | 19.6 | 19.9 | -0.1 | -2.9
Nc1cc2c(cc1C(=O)c1ccccc1)OCCO2 | 6.0 | -3.7 | 6.3 | -2.1 | 6.6 | 1.2 | 5.5 | -1.9 | -0.3 | -1.0
O=C(CCCOc1ccc(Br)cc1)Nc1ccc(S(=O)(=O)N2CCOCC2)cc1 | 11.3 | 11.2 | 2.6 | -3.9 | -17.9 | -2.1 | 8.2 | 5.0 | 0.1 | -3.5
COc1ccc(C(=O)NC=C2C(=O)OC(C)(C)OC2=O)cc1 | 12.7 | -1.6 | 6.1 | 5.0 | 0.9 | 1.8 | 9.5 | -1.9 | -0.1 | -7.3
COCCCn1c(-c2ccccc2)nc2ccccc2c1=O | 4.7 | -6.3 | 0.5 | 2.5 | 5.8 | -1.0 | -16.1 | -0.9 | -0.4 | 2.8
CN(C(=O)C(C)(C)C)[C@H]1C[C@H]2c3[nH]c4ccccc4c3CCN2C(=O)[C@H]1CO | 96.3* | i | 18.1 | 0.8 | -7.8 | -1.6 | -10.0 | 3.1 | 27.1* | 4.6
COC(=O)CSc1nc2cc3c(cc2cc1C)OCO3 | 2.6 | -0.5 | -1.5 | -6.7 | -2.4 | 0.5 | 1.9 | -3.1 | -0.4 | 0.5
O=S(=O)(NCc1ccccn1)c1ccc2ccccc2c1 | 0.8 | -6.0 | 3.1 | 3.7 | 2.3 | 2.4 | 5.1 | -3.2 | -0.3 | 1.2
COc1ccc(-n2nc3c(c2NC(=O)c2c(-c4ccccc4Cl)noc2C)CS(=O)(=O)C3)cc1 | 2.2 | 9.1 | -3.9 | 1.0 | -5.1 | -0.8 | -1.0 | -0.7 | 0.1 | -4.1
COc1ccc(-n2c(SCC(=O)Nc3ccc(Oc4ccccc4)cc3)nnc2-c2ccc(C)cc2)cc1 | · | -2.5 | 1.2 | -11.2 | 7.3 | · | · | 8.8 | 0.1 | 5.5
Cc1cc(S(=O)(=O)N2CCN(c3ccc(F)cc3)CC2)c(C)s1 | 8.6 | 0.9 | -5.3 | -2.2 | -2.5 | 1.4 | 3.1 | 1.8 | 0.1 | -4.6
Clc1ccc(-c2nn3c(-c4ccccc4)nnc3s2)cc1 | 6.8 | 0.5 | 2.3 | -1.3 | -0.9 | -0.7 | 15.7 | 9.1 | 0.0 | -0.7
O=C1NC2=C(C(=O)OC2)C(c2ccc(OC(F)(F)F)cc2)N1 (stereo not drawn) | 0.5 | -6.3 | 3.1 | -4.9 | 10.9 | -0.2 | 4.6 | 4.1 | -0.5 | -0.5
COc1ccc(N(CC(=O)Nc2ccc3c(c2)OCO3)S(=O)(=O)c2ccccc2)cc1 | 0.7 | 18.1 | 2.1 | -2.8 | 2.0 | 1.9 | 3.7 | 5.9 | 0.2 | 4.2
CCN(CCNC(=O)c1cc(C)nn1-c1ccccc1)c1ccccc1 | -13.0 | -6.5 | 0.4 | 3.6 | 6.8 | -0.9 | 1.0 | 4.2 | -0.1 | -0.8
CC(=O)NN1C(=O)c2ccccc2NC1c1ccco1 (stereo not drawn) | -2.3 | i | 2.2 | -1.1 | -0.6 | 0.5 | -6.3 | -2.4 | 10.4 | 1.6
Brc1ccc(CSc2nnc(SCc3ccccc3)s2)cc1 | · | -7.3 | 4.2 | 1.4 | 6.8 | · | · | 2.6 | 0.9 | 6.0
CSCCNC(=O)c1cccc(Cl)c1 | -1.1 | -5.3 | 2.4 | 7.3 | 7.0 | 3.9 | 13.8 | -4.3 | -0.2 | -2.7
Cc1ccccc1C(=O)NC(C)C(c1cccs1)N1CCOCC1 (stereo not drawn) | 7.5 | -4.5 | 6.6 | 3.5 | 3.6 | 1.1 | -8.6 | 1.1 | -0.3 | 4.0
Cc1ccc(OCCCCn2ccnc2C)c(C)c1 | -0.6 | -7.7 | -0.3 | -2.5 | -6.0 | -2.0 | 8.5 | -5.6 | -0.7 | 4.1
CC1Cc2cc(/C(O)=C3\C(=O)C(=O)N(CCN4CCOCC4)C3c3ccccc3F)ccc2O1 (stereo not drawn) | -0.6 | -4.7 | 10.6 | 1.9 | 5.6 | 0.2 | -3.3 | 4.5 | 0.7 | 6.0
CCCCN(C(=O)c1cc(S(=O)(=O)N2CCCCCC2)ccc1OC)c1ccccc1 | 1.3 | 13.3 | -4.5 | 4.9 | -12.5 | 2.2 | -11.5 | -8.6 | 0.1 | 2.0
CN(C(=O)c1cccc(NC(=O)Cc2ccc(NC(=O)C3CCCN(C(=O)C4CCCCC4)C3)cc2)c1)C1CCC1 (stereo not drawn) | 7.9 | -12.5 | 2.1 | 3.5 | -15.5 | 1.0 | 5.8 | 2.1 | 1.1 | -3.1
CCN1CCN(S(=O)(=O)c2ccc(Cl)c(C(=O)N(C)Cc3ccccc3)c2)CC1 | -12.4 | -9.9 | -0.6 | -2.8 | 2.1 | -0.8 | -4.1 | -2.3 | -0.9 | 2.4
CN(C(=O)COC(=O)c1ccc(Cl)c(S(=O)(=O)NCc2ccccc2)c1)C1CCS(=O)(=O)C1 (stereo not drawn) | 8.2 | 1.4 | 0.5 | 0.3 | -5.9 | -1.1 | 3.6 | 3.8 | -0.3 | -1.2
COC(=O)C1CCN(C(=O)C2CC(=O)N(c3ccc(OC)cc3)C2c2ccc(OC)cc2)CC1 (stereo not drawn) | · | 2.2 | -1.6 | -0.4 | -1.6 | · | · | 6.4 | -0.1 | -8.9
O=C(CSc1nccc(=O)[nH]1)N1c2ccccc2CCc2ccccc21 | -4.8 | -4.9 | 1.6 | 8.9 | 5.1 | 0.8 | -3.6 | 0.5 | -0.1 | -1.7
Cc1ccc(CNC(=O)C2CC(c3ccc([N+](=O)[O-])cc3)=NO2)cc1 (stereo not drawn) | -2.5 | 7.1 | 1.6 | 1.0 | 5.6 | 1.4 | -12.9 | 44.4* | -0.1 | -1.2
O=C1/C(=C/c2c[nH]c3ccccc23)CCC/C1=C\c1c[nH]c2ccccc12 | 9.5 | -14.7 | 3.1 | -5.7 | -9.6 | 2.1 | 12.7 | 25.2 | -1.0 | 5.0
CC(=O)c1cc2c(cc1NS(=O)(=O)c1ccc(C)cc1)OCCO2 | 4.0 | 3.3 | 2.0 | -3.2 | -2.7 | -1.0 | -3.5 | -0.3 | -0.3 | 1.3
O=C(C1CCCN1S(=O)(=O)c1cccc2nsnc12)N1CCN(c2ccc(F)cc2)CC1 (stereo not drawn) | 5.2 | 4.6 | -2.2 | -1.4 | 4.7 | 0.6 | -7.9 | -2.2 | 0.2 | 3.0
CCN(CC)C(C(=O)Nc1ccc(C(C)C)cc1)c1ccc2c(c1)OCO2 (stereo not drawn) | 4.3 | -0.2 | -0.7 | 5.4 | -8.6 | -2.2 | -3.7 | -9.8 | -0.2 | 1.4
CCOC(=O)c1sc2nc(CC(=O)OC)nc(N(C)CCc3ccccn3)c2c1C | 5.1 | -17.1 | 3.2 | 1.9 | -9.2 | 2.1 | 12.4 | -4.5 | -0.4 | 1.6
Cc1ccc(S(=O)(=O)N2CCC(C)CC2)cc1[N+](=O)[O-] | -3.5 | -0.6 | 0.6 | 1.1 | 4.5 | 0.3 | -4.2 | -2.4 | 0.8 | -1.7
CC(=O)c1ccc(N2CCN(S(=O)(=O)c3c(C)[nH]c(=O)[nH]c3=O)CC2)cc1 | -8.0 | -10.0 | 0.1 | -0.1 | -5.9 | 1.7 | -3.7 | 0.4 | 0.3 | 1.4
COC(=O)Nc1ccccc1C(=O)N1CCN(c2ccc(C)cc2)CC1 | 0.9 | -9.4 | 1.9 | -2.3 | 5.2 | 0.9 | -18.4 | -3.1 | 0.2 | 3.5
Cc1ccc(S(=O)(=O)N2C[C@H]3n4c(=O)ccc(=O)n4C[C@H](OC(=O)NC4CCCC4)[C@@]3(O)C2)cc1 | 6.5 | 0.8 | 2.6 | -0.7 | -4.6 | -0.3 | -11.3 | 1.5 | 0.0 | -4.5

Assay outcomes as filed in PubChem.
